Screening data (PubChem)
IL-2 act – activators of IL-2; 360,000 compounds, 0.065% hits; IL-2 activation reporter assay, cell-based qHTS; stimulated with anti-CD3/CD4/CD28 beads; in transgenic mouse T cells; activation, % (series mostly up to about 46 µM); in the data active = activation above about 50%; inconclusive = mostly about 30% to 49%; also: 0% is about no effect
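Using fluorescent plate cytometry, EGFP and DsRed are detected in transgenic mouse T cells stimulated 18 h at 37 degrees C with antibody-coated beads after 60 min compound pretreatment.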
EPAC1 antagonist – antagonists of human EPAC1. O95398. EPAC1 GEF assay, Rap1b-BODIPY-GDP exchange fluorescence. Potency, µM (titrated, usually from 115 µM), without a hit: at the top dose activity change, negative = inhibition, hits mostly inhibitors. 360,000 compounds, 0.14% hits. AID 720709;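 also: potency is read from the fitted curve at half-maximal effect; plate controls were vehicle for no effect and positive control for full effect; nearly all actives have a fitted effect of over 50% in size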
GLP-1R agonist – GLP-1 receptor (human) agonism. Potency, µM (highest dose often 45.6 µM), inactives show at the highest dose activation, hits mostly activators. 380,000 compounds, 0.007% hits. P43220. HEK293 GLP-1R CRE-luciferase, luminescence, 4-6 h; cells express a hypersensitive GLP-1R form. AID 624172; also: potency is read from the fitted curve at half-maximal effect; % of control where 0% means no effect
Target sequence (P43220 whole entry, looked up): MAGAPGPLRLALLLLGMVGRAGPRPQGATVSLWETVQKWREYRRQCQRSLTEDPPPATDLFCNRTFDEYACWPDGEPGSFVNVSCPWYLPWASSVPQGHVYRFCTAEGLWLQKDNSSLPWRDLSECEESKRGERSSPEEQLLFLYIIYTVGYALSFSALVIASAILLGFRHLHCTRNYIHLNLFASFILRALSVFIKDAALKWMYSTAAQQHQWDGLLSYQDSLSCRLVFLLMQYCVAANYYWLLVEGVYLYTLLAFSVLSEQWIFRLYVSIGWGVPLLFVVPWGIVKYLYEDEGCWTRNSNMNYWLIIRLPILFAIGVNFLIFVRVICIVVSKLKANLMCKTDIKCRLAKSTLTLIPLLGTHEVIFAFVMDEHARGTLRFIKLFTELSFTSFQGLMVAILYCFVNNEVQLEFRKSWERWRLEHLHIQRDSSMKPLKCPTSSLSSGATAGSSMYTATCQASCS
GLP-1R inv ag – inverse agonists of human GLP-1 receptor | P43220 | HEK293 GLP-1R CRE-luciferase, luminescence, 24 h; GLP-1R form is constitutively active | Potency, µM (top dose mostly 38.3 µM), for the others: at the top dose activity change, negative = inhibition, most hits filed as inhibitors | 410,000 compounds, 1.6% hits | AID 624417; also: potency is read from the fitted curve at half-maximal effect; % is scaled to controls: 0 for no effect and ±100 for the full control effect; nearly all actives have a fitted effect of over 55% in size
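Assay principle: reduced luminescence from a cAMP-responsive reporter in HEK293 cells co-expressing a constitutively active GLP-1R. Conditions: 24 hr compound incubation, 37 deg C, 5% CO2.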
PLK1 PBD block – blocks phosphopeptide binding to human PLK1 polo-box domain; Potency, µM, inactives show max response, negative = inhibition, most hits filed as inhibitors; AID 720504; P53350; 360,000 compounds, 2.8% hits; Plk1 PBD binding of FITC phosphopeptide, fluorescence polarization; also: potency is read from the fitted curve at half-maximal effect; series mostly up to about 57 µM; % is scaled to controls: 0 for no effect and ±100 for the full control effect; nearly all actives have a fitted effect of over 65% in size
PTHR1 agonist – agonists of human PTHR1 parathyroid hormone receptor. Q03431. HEK293 GP2 PTHR1 cells, GloSensor cAMP luminescence, 1 h. Potency, µM (highest dose often 115 µM), for the others: at the highest dose activation, hits mostly activators. 410,000 compounds, 0.075% hits. AID 743266; also: potency is read from the fitted curve at half-maximal effect; nearly all actives have a fitted effect of over 55% in size; some results filed as inactive show a strong effect at the top dose; inactives centre near -15; many of its hits are not listed in these tables
Target sequence (Q03431 whole entry, looked up): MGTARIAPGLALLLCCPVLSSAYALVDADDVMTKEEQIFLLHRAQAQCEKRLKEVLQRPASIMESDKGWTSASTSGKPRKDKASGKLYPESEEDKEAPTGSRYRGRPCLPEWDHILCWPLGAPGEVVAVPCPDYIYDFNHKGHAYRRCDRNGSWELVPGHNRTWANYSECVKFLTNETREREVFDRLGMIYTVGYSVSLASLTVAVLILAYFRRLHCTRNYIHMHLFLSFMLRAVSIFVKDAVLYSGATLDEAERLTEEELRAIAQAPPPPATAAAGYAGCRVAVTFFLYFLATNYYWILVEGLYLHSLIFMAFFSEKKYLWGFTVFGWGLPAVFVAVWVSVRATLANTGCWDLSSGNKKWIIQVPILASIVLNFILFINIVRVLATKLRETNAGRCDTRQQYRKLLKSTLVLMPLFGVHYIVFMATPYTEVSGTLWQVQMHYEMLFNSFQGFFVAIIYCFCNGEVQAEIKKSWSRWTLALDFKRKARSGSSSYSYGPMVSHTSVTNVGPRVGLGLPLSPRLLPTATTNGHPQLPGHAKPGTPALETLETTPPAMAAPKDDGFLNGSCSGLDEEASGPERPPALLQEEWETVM
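HEK-293-derived GP2 cells expressing PTHR1 and a GloSensor cAMP reporter, 3,000/well, plated overnight, given luciferin plus IBMX (each 0.5 mM as added) for 1 h at 37 °C, then compound for 1 h at 37 °C. Luminescence was read after 15 min at room temperature.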
PI5P4K alpha inh – inhibitors of human PI5P4K alpha; AID 652105; 330,000 compounds, 1.2% hits; max response, %; PI5P4Kalpha enzyme, ADP-Glo luminescence, 60 min; active compounds read low; P48426; active = max response of -50% or lower; inconclusive = between -30% and -50%; inactive = -30% or higher; also: value at the top dose of about 77 µM; % is scaled to controls: 0 for no effect and ±100 for the full control effect
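Human PI5P4Kalpha with substrate in 0.038 M HEPES pH 7.4, 0.28 mM EGTA, 0.1% CHAPS, 5% DMSO; reaction started with 5 microM ATP (final), 60 min at room temperature. ADP formed read by ADP-Glo luminescence.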
HEK293 tox – cytotoxicity in counter-screen for GLP-1R inverse agonists. HEK293 cAMP-luciferase reporter cells, luminescence, 24 h. Potency, µM (titrated, usually from 38.3 µM), for inactives: top-dose activity change, negative = inhibition, hits mostly inhibitors. 410,000 compounds, 0.13% hits. AID 624418;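 also: loss of luciferase light is scored as toxicity; potency is read from the fitted curve at half-maximal effect; % is scaled to controls: 0 for no effect and ±100 for the full control effect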
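A 23 nL compound transfer followed 12 hours of cell culture at 37 deg C; exposure then lasted 24 hr. Luciferase assay detection reagent was dispensed and plates read for luminescence after a 12 min room-temperature wait.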
EPAC1 ag – EPAC1 (human) agonism; 360,000 compounds, 0.073% hits; AID 720707; EPAC1 agonist qHTS, biochemical assay; response scale: 100% = response to 6.5 mM cAMP; Potency, µM (highest dose often 154 µM), without a hit: at the top dose activation, most hits filed as activators; also: potency is read from the fitted curve at half-maximal effect; nearly all actives have a fitted effect of over 60% in size
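Fluorescent GDP-exchange assay: 100 nM EPAC1 with 250 nM Rap1B preloaded with BODIPY-GDP and 50 uM GDP; compounds tested as concentration series, 5 min at room temperature, then read every 5 min for 30 min (ex 480/em 540 nm); normalized to 6.5 mM cAMP.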
* hit, by the source's call; i = inactive; u = inconclusive; x = no result given; [ ] = remark or other dose. Unless noted, calls follow the shape of the dose curve; as a rule, active = well fitted curve in the direction sought with a large enough effect; inconclusive = small, poorly fitted or top-dose-only effect, or another doubt; inactive = no such curve, though single readings can be large; an effect the other way counts as inactive or inconclusive.

mol	GLP-1R inv ag	HEK293 tox	PI5P4K alpha inh	EPAC1 ag	IL-2 act	EPAC1 antagonist	PTHR1 agonist	PLK1 PBD block	GLP-1R agonist
O=C(NCc1ccc2c(c1)OCO2)c1nc(S(=O)(=O)Cc2ccccc2F)ncc1Cl	u	u	-3	-5%	-0.8	-18%	-11%	13µM*	-11%
COc1ccc(NC(C)=O)cc1NC(C)C(=O)Nc1ccc(F)cc1 (stereo not drawn)	-19%	-5%	-2	-4%	-1.8	12%	i	0%	-8%
O=C(Nc1nnc(SCc2c(Cl)cccc2Cl)s1)C1CC(=O)N(c2ccc3c(c2)OCCO3)C1 (stereo not drawn)	12%	-1%	u	-2%	-2.3	-17%	i	-15%	-3%
COc1ccc(C2(CNC(=O)Cc3ccccc3)CCCC2)cc1OC	0%	6%	x	2%	1.5	9%	i	1%	2%
FC(F)(F)c1nnc2c(Sc3ccccn3)nc3ccccc3n12	-7%	-37%	-5	0%	2.1	0%	-24%	-9%	3%
CC(C)NC(=O)CSc1nnc(CNC(=O)OC(C)(C)C)n1C	7%	-2%	1	7%	0.7	12%	i	-6%	0%
CCCC(=O)c1c[nH]c(C(=O)NCc2cccnc2)c1	6%	22%	3	-4%	0.3	-17%	-4%	-8%	-7%
COc1ccc(/C=N/Nc2ncnc3c2[nH]c2ccccc23)c(OC)c1OC	66%[activator]	80%[activator]	1	1%	-0.8	-15%	-10%	-7%	1%
Cc1ccc(F)cc1-c1cc2nc(NCCCN(C)C)n(C)c(=O)c2s1	u	u	10	-18%	-0.5	-12%	-22%	-5%	2%
CCN(CC)CCNc1nc2cc(OC)c(OC)cc2c2nc(-c3ccccc3)nn12	u	58%[activator]	5	-3%	-1.4	-21%	i	16%	-13%
S=C(NCCc1ccc(Cl)cc1)Nc1ccc(Cl)cc1Cl	10µM*	u	4	3%	-3.7	1%	-49%[inhibitor]	-1%	-4%
COc1cccc(C2c3[nH]c4ccccc4c3CCN2C(=O)Cn2cncn2)c1OC (stereo not drawn)	-9%	-1%	1	9%	0.1	4%	i	-11%	10%
O=C(Cc1ccc(NC(=O)C2CCN(C(=O)C3CC3)CC2)cc1)Nc1cccc(C(=O)N2CCCCC2)c1	13%	-9%	-3	-8%	-0.1	4%	-12%	1%	2%
COc1ccc(NC(=O)/C(C#N)=C\c2cc(C)n(-c3ccc(Oc4ccc([N+](=O)[O-])cn4)cc3)c2C)cc1	1%	-10%	-19	5%	0.6	-4%	-12%[57.5 µM]	-8%	-11%
COc1ccccc1C(=O)Nc1ccc2c(c1)nc(CCNC(=O)c1ccccc1)n2C	u	10µM*	2	5%	1.7	11%	-13%	-6%	17%
CCN(CC)CCCN1C(=O)c2oc3ccccc3c(=O)c2C1c1cccc(OC)c1OC (stereo not drawn)	-17%	7%	-3	-1%	0.0	u	i	-4%	-1%
CCCCOCP(=O)(CCCC)COCCCC	0%	-8%	2	-14%	0.4	8%	i	1%	-1%
O=c1[nH]c(/C=C/c2ccc([N+](=O)[O-])cc2)c([N+](=O)[O-])c(=O)[nH]1	-7%	-13%	-66*	4%	1.2	u	-29%	-5%	-3%
COc1ccc(C2CC(c3ccc([N+](=O)[O-])cc3)=NN2C(=O)c2ccccc2)cc1OC (stereo not drawn)	-11%	-1%	0	2%	1.6	-13%	-12%	-8%	-1%
CC(=O)c1cccc(N(CC(=O)Nc2cc(C)cc(C)c2)S(C)(=O)=O)c1	8%	0%	11	0%	1.3	u	13%	-16%	4%
O=S1(=O)CC(c2ccccc2)=NN=C(c2ccccc2)C1	5%	-23%	-2	3%	-1.6	4%	-34%[inhibitor]	3%	-5%
O=C(NCc1ccco1)c1ccccc1NS(=O)(=O)c1cccs1	-5%	-1%	x	3%	0.7	3%	i	-9%	0%
COc1ccccc1NC(=O)Cc1nnc(SCC(=O)Nc2ccccc2F)n1C	10%	2%	-67*	7%	0.9	5%	i	12µM*	0%
COC(=O)c1ccccc1NC(=O)c1ccc(COc2cccc3ccccc23)o1	7%	6%	-2	-1%	-1.0	1%	i	-13%	2%
CCN(CC)CCNc1nc(-c2ccc(OC(F)F)cc2)c(C)s1	u	-4%	7	9%	0.4	-2%	-11%	2%	-2%

Full records, looked up by structure. Order of values: GLP-1R inv ag	HEK293 tox	PI5P4K alpha inh	EPAC1 ag	IL-2 act	EPAC1 antagonist	PTHR1 agonist	PLK1 PBD block	GLP-1R agonist
Shown for CC(C)NC(=O)CSc1nnc(CNC(=O)OC(C)(C)C)n1C : 7%	-2%	1	7%	0.7	12%	i	-6%	0%
Shown for O=C(NCc1ccco1)c1ccccc1NS(=O)(=O)c1cccs1 : -5%	-1%	x	3%	0.7	3%	i	-9%	0%

Following part.
mol	GLP-1R inv ag	HEK293 tox	PI5P4K alpha inh	EPAC1 ag	IL-2 act	EPAC1 antagonist	PTHR1 agonist	PLK1 PBD block	GLP-1R agonist
CN(C)c1ccc(/C=N/NC(=O)c2ccc(Cn3cc(Br)cn3)o2)cc1	-29%	82%[activator]	2	2%	-1.6	u	-17%	u	11%
CC(=O)Nc1ccc(Sc2ccccc2C(=O)O)cn1	2%	1%	-56*	5%	2.3	-2%	-25%	-11%	-2%
CCOC(=O)c1c(NC(=O)C2C3C=CC(C3)C2C(=O)O)sc2c1CCCC2 (stereo not drawn)	u	-6%	-3	-12%	-1.0	16%	-14%	-14%	-4%
CCOC(=O)c1c(C)[nH]c(C(=O)CN2C(=O)NC(C)(CC(C)C)C2=O)c1C (stereo not drawn)	-21%	10%	0	-5%	0.4	-9%	i	-14%	11%
CSc1nc2ccccc2s1	-9%	1%	1	-4%	0.2	-2%	-24%	-10%	2%
COc1ccc(NCc2nnc(SCc3ccccc3)n2-c2ccc(OC)cc2)cc1	u	8%	x	18%	-1.4	-18%	-24%[57.5 µM]	-5%	10%
CCCCn1c(SC(C)C(=O)c2ccc(OC)cc2)nc2cc(S(N)(=O)=O)ccc21 (stereo not drawn)	-3%	-20%	x	20%	-0.7	-25%	u	2%	21%
O=C(Cc1cccs1)NNC(=S)NCc1ccc(Cl)cc1	u	-12%	-13	-8%	10	-1%	-1%[57.5 µM]	-11%	13%
COc1ccccc1-n1c(SCC(=O)Nc2ccccc2F)nc2[nH]ncc2c1=O	21%	1%	x	6%	-3.3	-10%	-4%[57.5 µM]	u	8%
COCCN1Cc2cccc(C(=O)Nc3ccc(C)cc3C)c2C1=O	-7%	4%	x	x	x	x	-12%	x	2%
CCOc1ccc2ncc(C(=O)c3ccc(OC)cc3)c(N3CCN(CC)CC3)c2c1	-32%	4%	-1	10%	2.6	-16%	14%	-7%	-5%
CCOC(=O)C1CCN(C(=O)c2ccccc2)c2scc(-c3ccccc3)c2C1=O (stereo not drawn)	u	14%	-2	13%	-2.6	5%	i	-6%	-1%
CCOC(=O)C1CCCN(C(=O)Nc2cccc(Cl)c2)C1 (stereo not drawn)	4%	8%	x	-4%	0.2	-10%	-3%[57.5 µM]	-5%	-7%
COC(=O)c1ccccc1NC(=S)N1CCN(c2ccccn2)CC1	14%	7%	6	11%	-0.2	8%	i	-8%	2%
CC1CCCC(C)N1C(=O)COC(=O)C12CC3CC(CC(Cl)(C3)C1)C2 (stereo not drawn)	u	-33%	7	8%	0.2	-29%	-23%	1%	3%
COCCn1c(NC(=S)NC(=O)C2CC2)cc(=O)[nH]c1=O	5%[0.307 µM]	2%[0.307 µM]	-60*	0%	0.3	2%	-1%	u	14%
Cc1cc(C)cc(NC(=O)C(=O)NCC2CCCN2S(=O)(=O)c2cccs2)c1 (stereo not drawn)	-53%	10%	-2	8%	-3.9	2%	-33%[inhibitor]	4%	2%
COc1cccc(OC)c1OCCOCCn1cnc2ccccc2c1=O	2%	3%	x	0%	-0.5	-14%	i	-3%	-2%
CCOC(=O)C1CCN(S(=O)(=O)c2ccc(NC(=O)OC)cc2)CC1	5%	-13%	1	0%	-2.7	17%	-31%[inhibitor]	-4%	-2%
CC(C)C[C@H]1COc2cc(N3CCC[C@H]3CO)ccc2S(=O)(=O)N1	10%	-18%	-1	9%	-0.6	1%	i	-14%	-2%
CCCn1nc(Oc2nc(NC(C)C)nc(N(C)C)n2)ccc1=O	3%	3%	1	6%	0.2	-1%	i	-2%	2%
CCC1(c2ccccc2)NC(=O)N(CC(=O)c2ccc3c(c2)OCO3)C1=O (stereo not drawn)	u	-13%	-4	7%	1.8	9%	-24%	-12%	10%
CCCCCNC(=O)C1CCC(Cn2c(=S)[nH]c3ccccc3c2=O)CC1 (stereo not drawn)	4%	-1%	-4	3%	-1.2	-1%	-11%	10%	-1%
Cc1ccc(NC(=O)Cc2c(F)cccc2Cl)cc1S(=O)(=O)N1CCOCC1	u	0%	1	14%	0.6	3%	-12%	-21%	14%
Cc1ccccc1OCCNC(=O)c1ccc2ccccc2n1	22%	-2%	20	19%	0.4	-1%	-21%	1%	25%

Arranged by formula weight (descending): part of the list above.
mol	GLP-1R inv ag	HEK293 tox	PI5P4K alpha inh	EPAC1 ag	IL-2 act	EPAC1 antagonist	PTHR1 agonist	PLK1 PBD block	GLP-1R agonist
O=C(NCc1ccc2c(c1)OCO2)c1nc(S(=O)(=O)Cc2ccccc2F)ncc1Cl	u	u	-3	-5%	-0.8	-18%	-11%	13µM*	-11%
Cc1cc(C)cc(NC(=O)C(=O)NCC2CCCN2S(=O)(=O)c2cccs2)c1 (stereo not drawn)	-53%	10%	-2	8%	-3.9	2%	-33%[inhibitor]	4%	2%
CN(C)c1ccc(/C=N/NC(=O)c2ccc(Cn3cc(Br)cn3)o2)cc1	-29%	82%[activator]	2	2%	-1.6	u	-17%	u	11%
COc1ccc(/C=N/Nc2ncnc3c2[nH]c2ccccc23)c(OC)c1OC	66%[activator]	80%[activator]	1	1%	-0.8	-15%	-10%	-7%	1%

These rows are one share of the data, so the mix of outcomes need not match the whole.
